D3 antag = qHTS of D3 Dopamine Receptor Antagonist: qHTS | D3R cells, DiscoveRx beta-arrestin luminescence, antagonist mode; stronger effect = lower value | max response, negative = inhibition, % | actives 2.5% (n = 360,000) | AID 652054, 2013; in the data active means max response below about -50%; inconclusive means no clear call, values can overlap the other calls; further: on the % scale 0 is the no-effect control and ±100 the full control effect; mostly tested at two doses, the higher about 12 µM
Target sequence (P35462 whole entry, looked up): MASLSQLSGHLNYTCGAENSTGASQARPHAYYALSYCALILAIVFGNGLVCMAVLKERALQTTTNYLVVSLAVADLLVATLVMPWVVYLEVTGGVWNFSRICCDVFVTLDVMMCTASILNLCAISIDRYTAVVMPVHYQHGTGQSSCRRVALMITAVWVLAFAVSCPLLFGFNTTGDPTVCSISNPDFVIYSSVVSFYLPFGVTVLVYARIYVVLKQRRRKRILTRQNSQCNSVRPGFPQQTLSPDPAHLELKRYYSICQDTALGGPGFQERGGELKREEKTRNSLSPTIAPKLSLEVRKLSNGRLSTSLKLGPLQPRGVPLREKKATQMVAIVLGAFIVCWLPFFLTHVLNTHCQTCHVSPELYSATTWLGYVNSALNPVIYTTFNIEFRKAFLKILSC
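Cells plated overnight at 1500 cells/well, then exposed to library compounds with dopamine controls for 90 minutes at 37 degrees C. DiscoveRx reagent added for 30–60 minutes at room temperature; luminescence read, quantitative HTS format.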
EPAC2 ag = qHTS for Agonist of cAMP-regulated guanine nucleotide exchange factor 4 (EPAC2): primary screen. EPAC2 activation, biochemical qHTS; response scale: 100% = 6.5 mM cAMP response. Potency, µM (series often up to 154 µM), for inactives: top-dose activation, most hits filed as activators. actives 0.079% (n = 360,000). AID 720711, 2013; further: potency means the concentration at half of the fitted maximal effect; nearly all actives have a fitted effect of over 50% in size
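Fluorescence exchange assay: 100 nM EPAC2 with 250 nM RAP1B-BODIPY-GDP and 50 uM GDP; compounds tested as a concentration-titration series (qHTS). Loss of Rap1-bound BODIPY-GDP fluorescence read at 480/540 nm; data normalized to 6.5 mM cAMP.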
Akt phos inh = HTS Assay for Inhibitors of Akt Phophorylation: Primary Screen | Neuro2A IGF-stimulated pAkt S473 HTRF, 20 min; stronger effect = lower value | activity change, % for hits at 50 µM | actives 0.32% (n = 360,000); in the data active means activity change below about -80%; inconclusive means mostly about -51% to -80%; further: on the % scale 0 is the no-effect control and ±100 the full control effect
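Neuro2A cells in DMEM with 0.5% FBS, overnight at 37 deg C, given compound at single 50 µM final, then IGF (6 nM final) for 20 min at 37 deg C. Lysed; phospho-Akt Ser473 by HTRF after 24 h, 665/615 ratio.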
CCT modulator = High-Throughput Screening for Modulators of Cytosolic Chaperonin Activity. activity change, % (concentration not given with the values), hits read low. actives 0.3% (n = 360,000). purified chaperonin ATPase assay, HTRF ADP detection, 30 min; in the data active means activity change below about -30%; further: on the % scale 0 is the no-effect control and ±100 the full control effect
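Enzyme 40 or 20 nM (batch-dependent) in Tris pH 7.4/KCl/MgCl2/DTT; cpd 76 uM single point; ATP 10 uM; 30 min 37 °C; Transcreener ADP HTRF detection, 30 min RT; ratio 665/615.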
EPAC2 antagonist = qHTS for Antagonist of cAMP-regulated guanine nucleotide exchange factor 2 (EPAC2): primary screen. AID 720708, 2013. Potency, µM (series often up to 114 µM), without a hit: at the top dose activity, negative = inhibition, actives largely listed as inhibitors. actives 0.18% (n = 360,000). Rap guanine nucleotide exchange factor 4 (Homo sapiens), Q8WZA2. EPAC2 GEF exchange of Rap1B-BODIPY-GDP, fluorescence; further: potency means the concentration at half of the fitted maximal effect; on the % scale 0 is the no-effect control and ±100 the full control effect; nearly all actives have a fitted effect of over 45% in size; many of its hits are not listed in these tables
PTHR1 agonist = qHTS for PTHR1 Agonists: Primary Screen. Parathyroid hormone/parathyroid hormone-related peptide receptor (Homo sapiens), Q03431. HEK293 GP2 PTHR1 cells, GloSensor cAMP luminescence, 1 h. Potency, µM (doses to about 115 µM), without a hit: at the highest dose activation, hits mostly activators. actives 0.075% (n = 410,000); further: potency means the concentration at half of the fitted maximal effect; nearly all actives have a fitted effect of over 55% in size; some results filed as inactive show a strong effect at the top dose; inactives centre near -15; many of its hits are not listed in these tables
Target sequence (Q03431 whole entry, looked up): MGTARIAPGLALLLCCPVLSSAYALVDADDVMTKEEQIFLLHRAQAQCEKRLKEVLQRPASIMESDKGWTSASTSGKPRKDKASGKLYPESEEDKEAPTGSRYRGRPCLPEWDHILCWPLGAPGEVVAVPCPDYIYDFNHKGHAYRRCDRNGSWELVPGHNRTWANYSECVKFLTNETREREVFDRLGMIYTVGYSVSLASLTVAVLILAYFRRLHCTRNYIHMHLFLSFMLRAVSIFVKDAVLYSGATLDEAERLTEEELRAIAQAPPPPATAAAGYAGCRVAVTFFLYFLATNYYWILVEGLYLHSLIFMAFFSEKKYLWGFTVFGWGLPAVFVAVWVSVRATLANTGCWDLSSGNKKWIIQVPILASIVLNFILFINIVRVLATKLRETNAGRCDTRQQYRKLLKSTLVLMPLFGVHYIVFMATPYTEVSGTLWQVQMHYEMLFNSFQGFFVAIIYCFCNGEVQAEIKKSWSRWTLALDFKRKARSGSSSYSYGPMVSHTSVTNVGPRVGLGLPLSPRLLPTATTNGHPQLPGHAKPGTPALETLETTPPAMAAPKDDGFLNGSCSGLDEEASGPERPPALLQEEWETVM
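HEK-293-derived GP2 cells expressing PTHR1 and a GloSensor cAMP reporter, 3,000/well, plated overnight, given luciferin plus IBMX (each 0.5 mM as added) for 1 h at 37 °C, then compound for 1 h at 37 °C. Luminescence was read after 15 min at room temperature.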
DRD3 agonist = qHTS of D3 Dopamine Receptor Agonist: qHTS; D(3) dopamine receptor (Homo sapiens), P35462; D3R DiscoveRx beta-arrestin cells, luminescence, 90 min; max activation, %; actives 0.58% (n = 410,000); AID 652048, 2013; in the data active means max activation above about 30%; further: 0% is about no effect; mostly tested at two doses, the higher about 12 µM
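Cells at 1500/well, incubated overnight, then treated with pinned compounds (dopamine as control) for 90 min at 37 degrees C. DiscoveRx reagent added for 30 - 60 minutes at room temperature; luminescence read.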
MmCpn inh = Inhibitors of TCP-1 ring complex (TRiC) of Methanococcus maripaludis (MmCpn): qHTS; purified Mm-Cpn ATPase, ADP Transcreener TR-FRET; Potency, µM (titrated, usually from 76.9 µM), without a hit: at the top dose activity, negative = inhibition, hits mostly inhibitors; actives 0.031% (n = 330,000); AID 504842, 2011; further: potency means the concentration at half of the fitted maximal effect; on the % scale 0 is the no-effect control and ±100 the full control effect; nearly all actives have a fitted effect of over 80% in size
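Measured: ADP formation by purified Mm-CPN. Conditions: 25 nM protein, 10 uM ATP, Tris pH 7.4 with Mg2+, K+ and DTT, 37°C for 30 min. Detection: Transcreener HTRF after 30 min at room temperature.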
Numbers without * were called inactive; i = inactive; u = inconclusive; x = no result given; & = joins results of further samples; [ ] = another dose, or the depositor's remark. Unless noted, the call rests on the fitted dose curve; in most records, active means well fitted curve in the direction sought with a large enough effect; inconclusive means small, poorly fitted or top-dose-only effect, or another doubt; inactive means no such curve, though single readings can be large; an effect the other way counts as inactive or inconclusive. This is a subset; rates above refer to the full screens.

SMILES	D3 antag	EPAC2 ag	Akt phos inh	CCT modulator	EPAC2 antagonist	PTHR1 agonist	DRD3 agonist	MmCpn inh
O=C(Cc1cccs1)Nc1nc(-c2ccccc2)cs1	40	15%	i	-1.4	-2%	-14%[57.5 µM]	-1	1%
Cn1cc(-c2ccc(Cl)cc2)cc(C#N)c1=O	3	12%	i	-0.1	2%	i	4	-1%
COc1ccc(CC(=O)Nc2nc3n(n2)C(c2ccccc2)CC(=O)N3)cc1OC (stereo not given)	-16	5%	i	-1.4	-3%	-9%[57.5 µM]	3	0%
Cc1cccc(C(=O)N2CCC(N3CCC(C(=O)N4CCOCC4)CC3)CC2)c1	-1	6%	i	-1.6	-2%	i	-2	0%
Cc1ccc(NC(=O)CN(C)CC(=O)Nc2cccc(F)c2)cc1[N+](=O)[O-]	13	16%	i	-0.4	-1%	-11%	-9	0%
COc1cc(CNc2ccc(N3CCCC3)cc2)ccc1OCc1ccccc1	-10	6%	i	-1.6	1%	-35%[inhibitor]	0	-2%
COc1ccc(-c2sc3ccc(N4CCOCC4)cc3c2C#CC2(O)CCCCC2)cc1	74	13%	i	-0.5	11%	-18%	11	-24%
C[N+]1(C)CC2=Cc3ccccc3CC2C1 (stereo not given)	3	14%	i	0.0	1%	-20%	-4	2%
COc1ccc(CC(NC(C)=O)C(=O)NC2CCN(C(=O)NCc3ccccc3)CC2)cc1OC (stereo not given)	8	10%	i	2.3	4%	i	6	-1%
O=C(NCCc1ccccc1F)C1CCC(=O)N(CCCN2CCCC2=O)C1 (stereo not given)	5	8%	i	-0.2	4%	-22%	-10	2%
CC(Oc1ccc(Br)cc1)c1nc2c3ccccc3nc(=S)n2[nH]1 (stereo not given)	-10	5%	i	-0.5	-3%	i	-6	2%
COc1cc(NS(=O)(=O)c2ccc(NC(=S)NC(=O)/C=C/c3ccc(F)cc3)cc2)ncn1	-18	-1%	i	-1.8	u	-27%	2	-2%
CCOC(=O)c1ccccc1NC(=O)CN1CCC(n2nnc3cc(F)ccc32)CC1	28	13%	i	-0.2	7%	-25%	2	x
CC(=O)Nc1ccc(S(=O)(=O)NC2(C(F)(F)F)NC(=O)N(c3ccc(Cl)cc3)C2=O)cc1 (stereo not given)	25	11%	i	-3.3	-2%	i	-4&7	-1%
CCCN(Cc1nnc(-c2ccccc2Cl)o1)C(=O)COc1ccc(Cl)cc1	-1	8%	i	0.5	-1%	-24%	0	0%
COCCn1c(SCC(=O)Nc2ncc(Cl)c(C)c2Cl)nc2ccccc21	-5	-6%	i	0.8	7%	-7%	5	-3%
O=C(c1ccco1)N1CCCC(Nc2ccc3c(c2)OCCO3)C1 (stereo not given)	0	8%	i	0.9	3%	-2%	3	1%
COc1cc(OC)c(NC(=O)C2CCCO2)cc1Cl (stereo not given)	8	3%	i	-2.1	-6%	-10%	2	1%
CC(C)(C)c1ccc(/C=N/Nc2ccc(C(=O)O)cc2)cc1	-20	-22%	i	-0.3	2%	-31%[inhibitor]	6	1%
Cc1noc(C)c1CC(=O)NC1CC(C)(C)Cc2c1cnn2-c1ccccc1 (stereo not given)	-1	-5%	i	0.1	11%	i	21	0%
Cc1nc(SCC(=O)Nc2cccnc2Cl)nc(C)c1C	-15	-4%	i	-0.3	8%	i	-3	1%
COCCCN(C(=O)C1CCC1)c1c(N)n(Cc2ccccc2)c(=O)[nH]c1=O	5	-4%	i	-2.0	3%	i	2	3%
O=S(=O)(Nc1cccc(F)c1)c1cccc2nsnc12	-11	3%	i	0.2	-3%	-37%[inhibitor]	1	2%
COc1cccc(CN(C)C(=O)c2cc(-c3ccc(F)cc3)nc3ccccc23)c1	55	6%	i	-4.5	-8%	-30%[inhibitor]	11	-3%
CCC(=O)NNc1nc2c(Cl)cccc2s1	2	-5%	i	1.1	5%	i	4	-3%
CC(=O)Nc1cc2c(cc1NC(=O)c1cnccn1)OCCO2	u	-1%	i	0.7	4%	i	-8	-1%
FC(F)(F)c1cccc(N2CCC(N=CN3CCCCCC3)=N2)c1	-3	15%	i	-0.6	-19%	-39%[inhibitor]	-11	-5%
COc1ccc(OC)c(NC(=O)Nc2nnc([C@H]3C[C@H](O)[C@@H](CO)O3)s2)c1	10	7%	i	-1.4	12%	-15%	1	x
O=C(CCNC(=O)c1ccco1)Nc1nc2ccccc2s1	20	4%	i	3.5	-4%	-15%	2	1%
N#CC/C(N)=N/NC(=O)CCCNc1ncc(C(F)(F)F)cc1Cl	10	4%	i	0.2	1%	-6%	17	0%
O=C(O)C1CCN(c2ccc([N+](=O)[O-])cc2[N+](=O)[O-])CC1	-21	-5%	i	-0.1	6%	i	-6	-11%
CCOc1ccc(N2C(=O)C(c3ccccc3)=C(c3nc4ccccc4s3)C2NC(C)=O)cc1 (stereo not given)	-15	10%	i	-2.0	3%	7%[57.5 µM]	-2	1%
Cn1c2cc(Br)sc2c2cnn(Cc3ccc(F)cc3F)c(=O)c21	x	11%	x	x	-12%	-1%	x	0%&-5%
C/C(=N\NC(=O)c1ccc2ccccc2c1)c1cccnc1	3	2%	i	-1.1	-3%	-23%	-11	2%
CCC/C(=N/NC(=O)c1ccc2c(c1)OCO2)c1cccs1	4	3%	i	0.7	2%	i	1	-6%
CN(C(=O)Cc1c[nH]c2ccccc12)C(C(=O)Nc1ccc2c(c1)OCO2)c1ccccc1 (stereo not given)	36	3%	i	-0.8	-12%	i	9	0%
O=C(OCc1nc(-c2ccccc2Cl)no1)c1ccco1	8	0%	i	-0.4	-3%	i	0	0%
O=C1NC(=O)C2(CCCc3ccccc32)N1 (stereo not given)	-10	7%	x	-1.8	9%	i	10	-4%
CCC1OC(C2CC2)CC2=C1C(=O)OC(C)(C)O2 (stereo not given)	15	5%	i	-0.8	1%	-7%	6	x
CC(=O)c1cccc(OCC(O)CN2CCN(S(=O)(=O)c3c(F)cccc3F)CC2)c1 (stereo not given)	7	5%	i	-2.4	4%	-40%[inhibitor]	-8	-1%

12 successive entries out of the list so far:
SMILES	D3 antag	EPAC2 ag	Akt phos inh	CCT modulator	EPAC2 antagonist	PTHR1 agonist	DRD3 agonist	MmCpn inh
CC(=O)Nc1cc2c(cc1NC(=O)c1cnccn1)OCCO2	u	-1%	i	0.7	4%	i	-8	-1%
FC(F)(F)c1cccc(N2CCC(N=CN3CCCCCC3)=N2)c1	-3	15%	i	-0.6	-19%	-39%[inhibitor]	-11	-5%
COc1ccc(OC)c(NC(=O)Nc2nnc([C@H]3C[C@H](O)[C@@H](CO)O3)s2)c1	10	7%	i	-1.4	12%	-15%	1	x
O=C(CCNC(=O)c1ccco1)Nc1nc2ccccc2s1	20	4%	i	3.5	-4%	-15%	2	1%
N#CC/C(N)=N/NC(=O)CCCNc1ncc(C(F)(F)F)cc1Cl	10	4%	i	0.2	1%	-6%	17	0%
O=C(O)C1CCN(c2ccc([N+](=O)[O-])cc2[N+](=O)[O-])CC1	-21	-5%	i	-0.1	6%	i	-6	-11%
CCOc1ccc(N2C(=O)C(c3ccccc3)=C(c3nc4ccccc4s3)C2NC(C)=O)cc1 (stereo not given)	-15	10%	i	-2.0	3%	7%[57.5 µM]	-2	1%
Cn1c2cc(Br)sc2c2cnn(Cc3ccc(F)cc3F)c(=O)c21	x	11%	x	x	-12%	-1%	x	0%&-5%
C/C(=N\NC(=O)c1ccc2ccccc2c1)c1cccnc1	3	2%	i	-1.1	-3%	-23%	-11	2%
CCC/C(=N/NC(=O)c1ccc2c(c1)OCO2)c1cccs1	4	3%	i	0.7	2%	i	1	-6%
CN(C(=O)Cc1c[nH]c2ccccc12)C(C(=O)Nc1ccc2c(c1)OCO2)c1ccccc1 (stereo not given)	36	3%	i	-0.8	-12%	i	9	0%
O=C(OCc1nc(-c2ccccc2Cl)no1)c1ccco1	8	0%	i	-0.4	-3%	i	0	0%

The listing continues.
SMILES	D3 antag	EPAC2 ag	Akt phos inh	CCT modulator	EPAC2 antagonist	PTHR1 agonist	DRD3 agonist	MmCpn inh
C[C@H](CO)N1C[C@H](C)[C@@H](CN(C)C(=O)c2ccc3ccn(C)c3c2)OCc2cn(nn2)CCCC1=O	23	1%	i	1.8	5%	-24%	6	x
O=C1CCN(Cc2ccccc2)C=C1C(=O)c1ccccc1	-20	7%	i	-1.9	-11%	-11%	47*	x
Cc1[nH]c2ccccc2c1/C=N/Nc1ccccc1[N+](=O)[O-]	u	24%	i	-2.1	-14%	i	-12	-2%
O=C(Nc1ncccc1O)c1cccc(S(=O)(=O)N2CCCC2)c1	-3	4%	i	0.6	11%	-6%	-5	1%
O=C(O)CCN1Cc2ccccc2C1=O	17	7%	i	-2.4	-2%	u	-5	-8%
CCCc1nn2c(=O)cc(CSCC(=O)Nc3ccccc3OC)nc2s1	3	6%	i	1.6	0%	-23%	5	1%
N=C1/C(=C/c2ccc(OCc3ccccc3)cc2)C(=O)N=C2SC(CC(=O)N3CCOCC3)=NN12	6	-7%	i	-0.1	-14%	i	-6	0%

Source: PubChem BioAssay (National Center for Advancing Translational Sciences (NCATS))
